Screens (PubChem)
OXTR ag: activates the human oxytocin receptor; P30559; CHO-OTR cells, Fluo-8 calcium fluorescence; normalized: DMSO 0%, oxytocin 100%; activation, % at 3 µM; hit rate 0.32% among 320,000; AID 2435;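 active means activation above the mean of all tested compounds plus 3 SD, cutoff set per screening run, cut at about 20% in these data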;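 further: peak over basal fluorescence ratio from a 100 s FLIPR kinetic read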
Target sequence (P30559 whole entry, looked up): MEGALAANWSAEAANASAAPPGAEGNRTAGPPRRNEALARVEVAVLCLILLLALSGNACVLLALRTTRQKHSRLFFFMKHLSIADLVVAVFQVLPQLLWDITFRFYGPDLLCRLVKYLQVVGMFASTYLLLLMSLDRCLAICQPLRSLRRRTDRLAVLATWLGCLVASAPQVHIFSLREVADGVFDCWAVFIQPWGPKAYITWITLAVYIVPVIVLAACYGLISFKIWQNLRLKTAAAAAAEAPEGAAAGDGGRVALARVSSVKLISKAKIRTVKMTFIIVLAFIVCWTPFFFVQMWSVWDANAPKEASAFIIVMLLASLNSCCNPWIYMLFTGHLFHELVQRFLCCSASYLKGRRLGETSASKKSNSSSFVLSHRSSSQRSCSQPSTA
The depositor's hits bear a star. Not all compounds are listed; rates above refer to the full screens.

SMILES	OXTR ag
N#Cc1ccc(C23OCCN2CCn2c3c3ccccc3[n+]2[O-])cc1 (stereo not given)	1.6
O=C(CSc1ccccc1)Nc1ccc(Cl)c(S(=O)(=O)N2CCOCC2)c1	5.2
CC(=O)Nc1cccc(NC(=O)C(=O)NCC(c2ccco2)N2CCc3ccccc32)c1 (stereo not given)	-0.6
Cc1nc(SCC(=O)NC2CCS(=O)(=O)C2)c2c(C)c(C)sc2n1 (stereo not given)	1.0
CCOC(=O)C1CCCN(C(=O)c2ccc(S(=O)(=O)NCc3ccco3)cc2)C1 (stereo not given)	1.5
COc1ccc(NC(=O)N(C)C[C@H]2Oc3ccc(NC(=O)C4CCCCC4)cc3C(=O)N([C@H](C)CO)C[C@@H]2C)cc1	1.5
COc1cccc(-c2ncc3ccccc3c2COC(=O)N(C)C)c1	-2.0
CS(=O)(=O)c1ccc(C(=O)NNC(=O)c2cc(-c3ccccc3)n[nH]2)cc1	0.7
COc1ccc(CC(=O)Nc2cc(S(=O)(=O)N3CCCC3)ccc2Cl)c(OC)c1	-0.2
O=C1C2C3CC(C(Br)C3Br)C2C(=O)N1c1nccs1 (stereo not given)	0.8
Cc1ccc2c(c1)C(=O)N1[C@H]3c4cc(C)ccc4OC[C@@H]3[C@H](c3ccccc3)[C@]1(C)C(=O)N2	0.8
COc1ccc(CC(=O)OCC(=O)N2CCCc3ccccc32)cc1	0.2
O=C(NCC(c1ccco1)N1CCc2ccccc2C1)c1ccccc1Cl (stereo not given)	-1.6
Cc1cccc(C(=O)Nc2cccc(S(=O)(=O)NCc3ccco3)c2)c1	-1.5
CC1CCCN(C(=O)COC(=O)c2cccc(NS(=O)(=O)c3ccccc3)c2)C1 (stereo not given)	0.9
CN(CC(=O)Nc1ccccc1Cl)C(=O)COC(=O)/C=C/c1cccc(C(F)(F)F)c1	-0.4
CC(Oc1ccc(F)cc1)C(=O)Nc1cc(S(=O)(=O)N2CCCCC2)ccc1N1CCOCC1 (stereo not given)	-1.5
CN1CCN(c2ccc(S(=O)(=O)N3CCCCC3)cc2NC(=O)Cc2c(F)cccc2Cl)CC1	5.8
CN1CCN(c2nc3ccccc3nc2NS(=O)(=O)c2ccc(Br)cc2)CC1	1.9
Cc1sc2ncnc(N3CCC(C(=O)Nc4cc(S(C)(=O)=O)ccc4Cl)CC3)c2c1C	3.5
COCc1ccc(-c2c(-c3cccc(OC)c3)sc3ccc(OC)cc23)cc1	2.3
C=CCN(c1ccccc1)S(=O)(=O)c1cccc(C(=O)Nc2cc(C)ccn2)c1	-1.4
Cn1nnnc1Sc1ncnc2scc(-c3cccc(C(F)(F)F)c3)c12	-1.4
COc1ccc(S(=O)(=O)N2CCOCC2)cc1NC(=O)CN1C(=O)NC(C)(C2CC2)C1=O (stereo not given)	0.9
CN(C)C1=NC[C@H](Cc2ccccc2)N1CC1CCCCCC1	2.4
O=C(c1cc(-c2ccccc2)nc2ccccc12)N1CCN(C2CCS(=O)(=O)C2)CC1 (stereo not given)	0.7
COc1ccc(S(=O)(=O)Nc2cccc3c2O[C@H](CN(C)S(=O)(=O)c2ccc(Cl)cc2)[C@H](C)CN([C@H](C)CO)C3=O)cc1	0.3
Cc1csc(=O)n1CC(=O)OC(C)C(=O)Nc1cccc(Cl)c1 (stereo not given)	1.5
CCOc1ccc(S(=O)(=O)Nc2cccc(C(=O)NCC3(N4CCCCC4)CCCCC3)c2)cc1	0.1
CCN(Cc1ccncc1)C(=O)c1ccc(C)c(S(=O)(=O)N2CCCCC2)c1	2.5

By substructure: the compounds so far containing a CF3 group.
SMILES	OXTR ag
CN(CC(=O)Nc1ccccc1Cl)C(=O)COC(=O)/C=C/c1cccc(C(F)(F)F)c1	-0.4
Cn1nnnc1Sc1ncnc2scc(-c3cccc(C(F)(F)F)c3)c12	-1.4

New compounds follow.
SMILES	OXTR ag
O=C(CNC(=O)c1cccs1)Nc1ccc(N2CCOCC2)cc1	-0.2
CCc1ccc(-c2nc(SCC(=O)N(CC)C3CCS(=O)(=O)C3)n[nH]2)cc1 (stereo not given)	-0.5
COc1cc(C(=O)NCC(c2ccccc2)N(C)C)ccc1OCc1c(C)noc1C (stereo not given)	1.3
O=C(NNC(=O)c1ccc(Br)s1)c1cccc(Cl)c1	-0.4
CC(C(=O)Nc1cc(C(F)(F)F)ccc1N1CCOCC1)N1C(=O)C2CCCCC2C1=O (stereo not given)	1.7
CC1CCCC(NC(=O)CSc2cccc[n+]2[O-])C1C (stereo not given)	1.5
CN1CCC(N(C)C(=O)c2cc(-c3ccccc3Cl)nc3ccccc23)CC1	1.0
Cc1nc2ccc(NC(=O)C3CCCCC3)cc2s1	-1.3
CC(Sc1nnnn1C1CC1)C(=O)N1CC(=O)Nc2ccccc21 (stereo not given)	0.0
O=C(CCc1nc2ccccc2c(=O)[nH]1)N1CCN(c2ccccc2Cl)CC1	-2.0
Cn1c(N)c(C(=O)CSc2nnc(C3CC3)n2-c2ccccc2)c(=O)n(C)c1=O	-0.2
CN(CC(=O)Nc1ccccc1C(F)(F)F)C(=O)CSc1nc(N)cc(N)n1	3.2
Cc1cccc(C(=O)NCC(=O)OCC(=O)NCCNC(=O)COC(=O)CNC(=O)c2cccc(C)c2)c1	-0.1
C[C@@H](NC(=O)Cn1ccc(N)nc1=O)c1cccc2ccccc12	0.9
C#CCOCCOCCOCCNc1nc(N2CCN(C(=O)CCCCCCCCCCNC(=O)Cn3cc(CCCCCN)nn3)CC2)nc(N2CCN(C(=O)CCCCCCCCCCNC(=O)[C@@H]([C@H](C)O)n3cc(C)nn3)CC2)n1	9.0
Oc1ccc(-c2cnc3ccccc3n2)cc1	1.0
CCCCn1c(N)c(N(CC(C)C)C(=O)c2ccc([N+](=O)[O-])o2)c(=O)[nH]c1=O	1.3
c1nc(NCc2ccc3c(c2)OCO3)c2cc(-c3ccoc3)ccc2n1	-0.8
CCCCN(C(=O)Cc1ccc(S(=O)(=O)N2CCOCC2)s1)c1ccccc1	-0.1
Cc1cccc(NC(=O)c2cc3ccccc3c(=O)o2)n1	0.1
COc1ccc(-c2csc3ncnc(N4CCN(C(=O)c5ccco5)CC4)c23)cc1	-2.5
CSCCC(NC(=O)c1ccccc1Cl)C(=O)N1CCCCC1 (stereo not given)	0.3
CC(OC(=O)Cn1[nH]c(=O)c2ccccc2c1=O)C(=O)NC1(C#N)CCCCC1 (stereo not given)	1.1
Cc1c(C(=O)NNC(=O)c2csc(N3CCOCC3)n2)cccc1[N+](=O)[O-]	1.4
CN1CCN(C2Cc3cc(F)ccc3Sc3ccc(Cl)cc32)CC1 (stereo not given)	9.0
C#CCOCCOCCOCCNc1nc(N2CCN(C(=O)CCCCCCCCCCNC(=O)[C@H](CCCCN)n3cc(CCO)nn3)CC2)nc(N2CCN(C(=O)CCCCCCCCCCNC(=O)[C@H](CCCCN)n3cc(CCO)nn3)CC2)n1	2.3
COc1cccc(NC(=O)CN(C)C(=O)c2ccc(NC3CC3)c([N+](=O)[O-])c2)c1	-0.1
COc1cccc(NC(=O)CN(C)C(=O)Cn2c(=O)oc3ccccc32)c1	0.3
CN(Cc1ccccc1)C(=O)CNC(=O)C12CC3CC(CC(C3)C1)C2	-0.7
O=C(CN1C(=O)NC2(CCCCCC2)C1=O)N1CCCCC1	0.7

Reformatted bar-delimited: part of the list above
smiles | OXTR ag
C#CCOCCOCCOCCNc1nc(N2CCN(C(=O)CCCCCCCCCCNC(=O)[C@H](CCCCN)n3cc(CCO)nn3)CC2)nc(N2CCN(C(=O)CCCCCCCCCCNC(=O)[C@H](CCCCN)n3cc(CCO)nn3)CC2)n1 | 2.3
COc1cccc(NC(=O)CN(C)C(=O)c2ccc(NC3CC3)c([N+](=O)[O-])c2)c1 | -0.1
COc1cccc(NC(=O)CN(C)C(=O)Cn2c(=O)oc3ccccc32)c1 | 0.3
CN(Cc1ccccc1)C(=O)CNC(=O)C12CC3CC(CC(C3)C1)C2 | -0.7

(next part)
SMILES	OXTR ag
CS(=O)(=O)c1ccc([C@@H](O)[C@@H](CF)NC(=O)C(Cl)Cl)cc1	0.7
CCOC(=O)c1nn(-c2ccccc2)c(=O)cc1OCC(=O)Nc1ccccc1OCC	-1.6
CCN(C[C@H]1N[C@@](CC)(C(=O)OC)[C@H]2C(=O)N(C)C(=O)[C@@H]12)S(=O)(=O)c1ccc(-c2ccccc2)cc1	3.0
CCOc1ccc(S(=O)(=O)N2CCC(C(=O)NCC(=O)Nc3cccc(Cl)c3C)CC2)cc1	-0.2
OC(CN1CCN(Cc2ccccc2)CC1)c1ccc(Br)cc1 (stereo not given)	1.3
COc1ccc2oc(C(=O)OCC(=O)NCc3ccccc3OC)c(C)c2c1	-1.1
COc1cc(OC)cc(-c2c(C#Cc3ccsc3)c3cc(-c4ccc(OC)nc4)ccc3n2C)c1	-1.0
Cc1cccn2c(=O)nc(SCC(=O)N3CCCCC3)nc12	1.0
COc1cc(C(=O)OCC(=O)c2ccc(S(=O)(=O)N3CCCCC3)cc2)cc(OC)c1OC	7.0
CCN(CC)C(=O)c1nc[nH]c1C(=O)O[C@@H](C)c1ccccc1	1.5
O=C(CNC(=O)C1(c2ccccc2)CC1)Nc1ccc(F)c(F)c1	-0.8
CC(C)(C)OC(=O)CC[C@@H](C(=O)NCCCCCCCCCCC(=O)N1CCN(C(=O)OC(C)(C)C)CC1)n1cc(CCCCCNC(=O)OC(C)(C)C)nn1	-0.8
Cc1ccc(CNC(=O)c2ccc(C)c(S(=O)(=O)N3CCCCC3)c2)cc1	-2.1
Cc1ccnc(NC(=O)c2cc(-c3ccc(Cl)s3)nc3ccccc23)c1	-0.8
O=C(c1ccc2ccccc2n1)N1CCN(S(=O)(=O)c2ccc(Cl)cc2)CC1	7.0
COc1ccccc1C(=O)NC(=O)COC(=O)c1cccc(C)c1O	0.3
O=S(=O)(Nc1ccccc1F)c1cccc(NC(=S)NCCN2CCOCC2)c1	0.3
Cc1onc(-c2ccccc2)c1C(=O)OCC(=O)Nc1ccc(OC(F)(F)F)cc1	0.0
O=C(N=Nc1c(O)[nH]c2ccc(F)cc12)c1ccc(NS(=O)(=O)c2cccs2)cc1	0.8
CCOc1ncccc1C(=O)OCC(=O)NCc1ccccc1	0.6
Cc1cc(Br)cc(Br)c1OCC(=O)NNC(=O)Nc1ccccc1	-1.8
CC(=O)Nc1ccc(NC(=O)c2cccc(S(=O)(=O)N3CCCCCC3)c2)cc1	-0.7
CC1CN(S(=O)(=O)c2cccc(C(=O)N(Cc3nnc(-c4ccccc4Cl)o3)C3CC3)c2)CC(C)O1 (stereo not given)	3.0
CCc1ccccc1NC(=O)CN(C)C(=O)Cn1cnc2ccc(Cl)cc2c1=O	-1.5
COC(=O)[C@@]12OC[C@]34[C@H]([C@@H](O)[C@@H]1O)[C@@]1(C)C(=O)C(O[C@@H]5OC(CO)[C@@H](O)[C@@H](O)[C@@H]5O)=C[C@@H](C)[C@@H]1C[C@H]3OC(=O)[C@H](OC(=O)/C=C(\C)C(C)(C)OC(C)=O)[C@@H]24 (stereo not given in full)	0.1
Cc1ccc(C)c(-c2csc(NC(=O)c3c(C)noc3C)n2)c1	-0.5
CC1C(=O)C(C)C(c2ccc(Cl)cc2)NC1c1ccc(Cl)cc1 (stereo not given)	-0.8
C[C@@H]1O[C@@H](OC[C@H]2O[C@@H](Oc3c(-c4ccc(O)cc4)oc4cc(O)cc(O)c4c3=O)[C@H](O)[C@@H](O)[C@@H]2O)[C@H](O)[C@H](O)[C@H]1O	0.0
COc1ccc(NC(=O)COc2ccc(N(C)S(=O)(=O)c3ccc(Cl)cc3)cc2)cc1	1.5
Cc1ccc(C[n+]2ccccc2)cc1	-0.4

Three entries from above, in CSV form.
SMILES,OXTR ag
C[C@@H]1O[C@@H](OC[C@H]2O[C@@H](Oc3c(-c4ccc(O)cc4)oc4cc(O)cc(O)c4c3=O)[C@H](O)[C@@H](O)[C@@H]2O)[C@H](O)[C@H](O)[C@H]1O,0.0
COc1ccc(NC(=O)COc2ccc(N(C)S(=O)(=O)c3ccc(Cl)cc3)cc2)cc1,1.5
Cc1ccc(C[n+]2ccccc2)cc1,-0.4

Next records follow:
SMILES	OXTR ag
COCCN(C(=O)c1ccc(COc2ccccc2)o1)c1c(N)n(CC(C)C)c(=O)[nH]c1=O	0.2
O=C(NCC(c1cccs1)N1CCOCC1)c1cc(S(=O)(=O)N2CCOCC2)c(Cl)cc1Cl (stereo not given)	-0.7
O=C1c2ccccc2CCc2ccc(Br)cc21	-1.4
COc1ccc(N2CCN(C(=O)CNC(=O)c3ccc4ccccc4c3)CC2)cc1	-0.4
CC1CCc2sc(C(=O)NNC(=O)c3ccncc3)cc2C1 (stereo not given)	0.0
CC(NC(=O)CN1C(=O)NC(c2ccccc2)(c2ccccc2)C1=O)c1cccs1 (stereo not given)	1.5
COc1cccc(COC(=O)c2cc(S(=O)(=O)N3CCCCC3)ccc2N2CCOCC2)c1OC	-0.7
COc1ccc(OC)c(S(=O)(=O)N2CCC(c3nc4ccccc4[nH]3)CC2)c1	-1.7
CCOc1ccc(NC(=O)COC(=O)C2CC2C)cc1 (stereo not given)	-0.2
Cc1cc(C(=O)Nc2ccc3c(c2)CCC3)ccc1[N+](=O)[O-]	-2.6
CC(OC(=O)C1CCCC1)C(=O)Nc1ccc(C(N)=O)cc1 (stereo not given)	0.2
COc1ccc2oc(C(=O)OCC(=O)N3CCN(S(=O)(=O)c4ccccc4)CC3)c(C)c2c1	0.6
Fc1ccc2cnc(-c3ccccc3)c(-c3ccc(C(F)(F)F)cc3)c2c1	-0.4
CCCCN1CCN=C1N(C)C	0.4
CS(=O)(=O)c1ccc(-c2nnc(NC(=O)c3ccco3)o2)cc1	-0.5
O=C(Nc1cccc(S(=O)(=O)N2CCCCC2)c1)c1cncc(Br)c1	11
CCN1CCN(c2ccc(S(=O)(=O)N3CCOCC3)cc2NC(=O)c2ccc(C(F)(F)F)cc2)CC1	3.0
O=c1cc(-c2ccc(O)cc2)oc2c1ccc1ccccc12	1.0
O=C(CSc1ccccc1)NCC1(N2CCOCC2)CCCCC1	-1.0
O=C1NC[C@H](c2ccccc2)OC(=O)[C@H](Cc2ccc(F)cc2)C/C=C\C[C@H]1CC(=O)N(CCO)Cc1ccccc1	-1.2
